SR-BI HDL uptake = blocks mouse SR-BI lipid uptake from DiI-HDL; Q61009; ldlA[mSR-BI] CHO cells, DiI-HDL uptake fluorescence, 3 h; inhibition, % at 12.5 µM; 0.96% of 320,000 active; AID 488896;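 active = mean replicate inhibition of at least 70% and a set share of replicates each scoring 70 or more; inconclusive = meets just one of the two criteria; inactive = fails both criteria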;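 also: 0% = median of neutral control wells and 100% = median of positive control wells; values of inactives mirror those of a sister screen read the other way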
Target sequence (Q61009 whole entry, looked up): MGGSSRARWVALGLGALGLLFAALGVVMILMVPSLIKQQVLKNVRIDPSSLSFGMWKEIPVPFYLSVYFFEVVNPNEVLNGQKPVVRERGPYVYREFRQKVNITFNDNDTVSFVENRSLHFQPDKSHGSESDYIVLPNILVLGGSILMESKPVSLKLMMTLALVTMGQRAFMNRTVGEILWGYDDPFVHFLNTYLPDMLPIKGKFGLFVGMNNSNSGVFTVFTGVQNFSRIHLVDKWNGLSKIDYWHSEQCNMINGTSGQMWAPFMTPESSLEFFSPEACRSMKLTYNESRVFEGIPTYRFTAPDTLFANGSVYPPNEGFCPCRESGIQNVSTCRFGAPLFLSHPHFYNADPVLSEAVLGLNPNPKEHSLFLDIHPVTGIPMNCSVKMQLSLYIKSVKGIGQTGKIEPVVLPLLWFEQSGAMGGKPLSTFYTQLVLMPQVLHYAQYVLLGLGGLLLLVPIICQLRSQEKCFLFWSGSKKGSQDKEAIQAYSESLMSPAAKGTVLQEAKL
CAL PDZ FP-1 = CAL PDZ (human) peptide binding inhibition | inhibition, % at 24.9 µM | AID 602252 | Q9HD26 | purified CAL PDZ, TMR-peptide fluorescence polarization, 1 h | 0.92% of 300,000 active;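 active = mean inhibition of at least 30% with at least half of replicates also reaching 30%; inconclusive = no clear call, values can overlap the other calls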;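 also: 0% = DMSO neutral control and 100% = excess unlabeled competitor peptide PRC23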
SR-BI uptake up = enhances SR-BI lipid uptake from DiI-HDL | activation, % at 12.5 µM | 0.096% of 320,000 active | CHO ldlA[mSR-BI] cells, DiI-HDL uptake fluorescence, 3 h; 100 = double the neutral-control signal;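 active = mean replicate activation of at least 60% and every replicate at or above 60%; inconclusive = mean or all-replicate condition met, but not both; inactive = mean below 60% and not all replicates reaching 60%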;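 also: 0% = median plate neutral-control signal and 100% = twice that signal; values of inactives mirror those of a sister screen read the other way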
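System: LDL receptor-deficient CHO ldlA cells overexpressing murine SR-BI | Timing: 3 h uptake period with compound, 37 °C | Medium: HEPES-buffered (25 mM, pH 7.4) F12 plus 0.5% BSA | Dosing: Single-point compound dose | Signal: Bottom-read fluorescence, 550/595 nm | Read-out: Retained DiI signal reflecting DiI-HDL uptake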
dFosB act = activators of mouse delta FosB homodimer. 0.99% of 340,000 active. AID 493131. activation, % at 25 µM. purified delta FosB, TAMRA-CDK5 oligo fluorescence polarization; percent of positive-control signal above neutral wells. P13346;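 active = mean activation above about 17%, with every replicate also reaching it, limit read from the data, passing the limit was not always enough; inconclusive = only one of the two conditions met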;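 also: fluorescence polarization rise as delta FosB binds a TAMRA Cdk5 AP-1 oligo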
Rtt109 HAT inh = blocks Candida albicans Rtt109/Vps75 acetyltransferase activity. inhibition, % at 34.9 µM. Q5AAJ8. purified Rtt109/Vps75, ThioGlo CoA-SH fluorescence, 4 h. AID 540336. 0.16% of 330,000 active;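 active = inhibition of at least 50% in every replicate; inconclusive = best replicate reaches 50% inhibition but some replicates fall short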
Target sequence (Q5AAJ8 whole entry, looked up): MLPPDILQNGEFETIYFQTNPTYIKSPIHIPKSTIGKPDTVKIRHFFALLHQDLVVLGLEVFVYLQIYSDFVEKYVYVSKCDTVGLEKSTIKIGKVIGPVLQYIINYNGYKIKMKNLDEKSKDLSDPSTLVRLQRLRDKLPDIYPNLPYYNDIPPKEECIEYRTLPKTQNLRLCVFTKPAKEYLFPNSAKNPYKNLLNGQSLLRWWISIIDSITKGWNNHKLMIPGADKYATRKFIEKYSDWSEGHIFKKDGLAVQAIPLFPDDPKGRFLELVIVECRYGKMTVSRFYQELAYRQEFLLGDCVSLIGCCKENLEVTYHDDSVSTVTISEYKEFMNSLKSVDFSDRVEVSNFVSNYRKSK
PvdQ acylase = blocks Pseudomonas aeruginosa PvdQ acylase activity; purified PvdQ acylase, fluorescence plate reader; inhibition, % at 10 µM; 0.063% of 340,000 active; AID 488965; in the data active = inhibition above about 30%, passing the limit was not always enough; inconclusive = no clear call, values can overlap the other calls;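 also: 0% = vehicle neutral wells and 100% = reference inhibitor wells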
MITF TRPM1 HTS = increases MITF-driven TRPM1 promoter luciferase signal | SK-MEL-5 TRPM1-promoter luciferase, 24 h; % of positive control, neutral wells = 0 | activation, % at 12.5 µM | 0.75% of 300,000 active;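 active = mean activation of at least 80% with every replicate also reaching 80%; inconclusive = mean reaches 80% but some replicate falls short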;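 also: 0% = neutral control wells and 100% = parthenolide positive control wells; values of inactives mirror those of a sister screen read the other way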
CAL PDZ FP-2 = human CAL PDZ-peptide interaction inhibition; Q9HD26; purified CAL PDZ, TMR-peptide fluorescence polarization, 1 h; inhibition, % at 20 µM; 0.02% of 330,000 active; AID 504414;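 active = highest replicate inhibition of at least 40%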;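 also: plate controls were DMSO neutral control wells for no effect and unlabeled competitor peptide control wells for full effect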
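Material: tagged CAL PDZ domain; buffer or medium: 25 mM sodium phosphate pH 7.4, 150 mM NaCl, TCEP, IgG, Thesit; compound dosing: single point, 20 µM; schedule: 1 h incubation at room temperature before polarization reading; measured by: FP readout, S and P plane fluorescence; read-out basis: percent inhibition from loss of millipolarization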
PfHsp90 set2 = growth inhibition of yeast expressing Plasmodium Hsp90 | S. cerevisiae expressing PfHsp90, BacTiter-Glo ATP, 48 h; yeast lacking PDR1 and PDR3 efflux regulators | inhibition, % at 9.4 µM | 0.32% of 310,000 active;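 active = every replicate shows inhibition above about 80%, whatever the replicate mean, limit read from the data; inconclusive = mean inhibition reaches the set limit but some replicate falls short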;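 also: 0% = DMSO neutral controls and 100% = 20 µM radicicol positive controls; yeast relying on Plasmodium falciparum Hsp90 in place of its own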
NSD2 HMT inh = NSD2 (human) methyltransferase inhibition; O96028; NSD2 peptide methylation, AlphaScreen, 120 min; inhibition, % at 12.5 µM; 0.54% of 310,000 active; in the data active = inhibition above about 50%
The depositor's hits bear a star; ? = inconclusive; . = no result given. Hits appear at their usual frequency, and some 4.3% of all compounds hit somewhere here.

SMILES	SR-BI HDL uptake	CAL PDZ FP-1	SR-BI uptake up	dFosB act	Rtt109 HAT inh	PvdQ acylase	MITF TRPM1 HTS	CAL PDZ FP-2	PfHsp90 set2	NSD2 HMT inh
O=C(COc1ccccc1)Nc1c(Cl)ccc2nsnc12	.	-4.6	.	3.5	-6.2	-12.2	.	-1.8	0.7	-1.5
COc1cccc(-c2nc3c(c(=O)[nH]c(=O)n3Cc3ccccc3)n2CCO)c1OC(F)F	-0.9	10.3	0.9	-6.7	5.0	6.9	-3.8	-2.1	3.8	8.8
C=CCNc1oc(-c2ccco2)nc1S(=O)(=O)c1ccccc1	-6.8	.	6.8	-12.7	-4.2	0.5	4.3	-0.7	9.6	0.8
Cc1cc(N)n(-c2ccccc2)n1	-42.5	-3.8	42.5	-0.6	2.0	11.1	-2.7	-0.1	-5.9	-1.1
C=CCn1c(C)cc(C(=O)CSc2nnc(C3CC3)n2C2CC2)c1C	9.3	.	-9.3	-4.9	2.2	-1.8	42.6	-0.1	-1.8	1.6
CCOC(=O)COc1nc(Nc2ccccc2C)nc(N(C)C)n1	.	-0.8	.	-6.4	4.3	-6.4	3.1	-1.1	-6.4	-1.3
COc1ccc(C(=O)Nc2ccc(F)cc2F)cc1OC	4.0	0.2	-4.0	5.0	-4.5	-0.6	.	-3.3	13.3	-8.1
CCN(Cc1ccccc1)C(c1ccccn1)c1nnnn1C(C)(C)CC (configuration not stated)	-17.0	-3.4	17.0	-2.3	-7.2	-9.7	-7.9	-1.0	-1.1	-8.9
COC(=O)c1cc(-n2cccc2)ccc1N1CCOCC1	9.2	-3.5	-9.2	-1.3	-21.3	-7.0	.	-0.3	8.8	0.5
CCOc1ccc(CC(=O)Nc2nccs2)cc1	.	-2.0	.	-16.0	-13.3	-5.3	5.0	-1.2	-37.1	-2.3
CC1=C(C(=O)OC(C)C)C(/C=C/c2ccccc2)NC(=O)N1 (configuration not stated)	-4.3	-5.7	4.3	-9.4	-3.2	-12.8	3.0	0.0	-28.5	.
Cc1ccccc1-n1ncc2c1CC(C)(C)CC2NC(=O)c1cn[nH]c1C (configuration not stated)	2.5	-8.0	-2.5	-2.6	1.6	2.2	-4.3	-0.1	21.4	-1.9
Cc1cc(-c2c(C)[nH]n(-c3ccc(Cl)cc3)c2=O)n(-c2ccccc2)n1	-27.0	-0.9	27.0	-0.4	-19.1	-14.7	.	-0.5	.	0.6
O/N=C/c1ccc(-c2ccccc2OC(F)(F)F)o1	23.9	-4.2	-23.9	0.2	6.3	-7.9	-4.7	-1.1	-37.9	-2.6
CCOc1ccc(CC(=O)Nc2c(C(N)=O)oc3ccc(Br)cc23)cc1OCC	3.4	-5.8	-3.4	1.6	-0.5	-16.1	.	-1.4	-19.6	.
Cc1ccc(C(=O)OCC(=O)NC(=O)Cc2ccccc2)c(O)c1	-8.2	-0.5	8.2	-0.8	1.8	-2.1	-10.0	-1.1	10.2	-0.8
CC(C)(C)c1ccc(OCCC(=O)OCC(=O)NC2CCS(=O)(=O)C2)cc1 (configuration not stated)	-6.6	-4.9	6.6	-3.3	-10.5	-7.9	-0.4	-1.5	.	-5.2
O=C(Nc1nccs1)c1ccccc1Br	.	.	.	-2.3	-9.9	-17.5	23.1	-2.7	-39.2	-3.0
CSc1nnc2ccc(-c3cccs3)nn12	-15.6	-2.4	15.6	-31.9	1.7	5.6	3.6	0.1	-5.4	-4.7
Cc1ccc(S(=O)(=O)Oc2ccccc2N2C(=O)C3CC=CCC3C2=O)cc1 (configuration not stated)	-2.8	-1.4	2.8	-1.8	-7.6	-16.5	3.2	-1.2	9.4	1.3
COc1ccc(/C=C/C(=O)Nc2cc(S(=O)(=O)N3CCOCC3)ccc2OC)cc1	36.7	-1.5	-36.7	-5.5	-0.6	-4.4	2.1	0.3	5.3	-1.2
NC(=O)C1(N2CCCCC2)CCN(C(=S)Nc2cccc(Cl)c2)CC1	16.6	4.1	-16.6	4.9	0.4	-3.9	-5.8	0.1	11.1	-4.3
CCSc1nc(N)c2c3c(sc2n1)CCC3	19.4	0.7	-19.4	1.1	-3.2	-5.7	67.4	-1.3	12.6	-2.3
CC(C)(C)CC(=O)NCCc1csc(-c2ccccc2)n1	.	-4.6	.	-2.5	.	13.5	4.0	-3.8	5.2	-1.7
COc1ccccc1N1CCN(C(=O)c2cccc(S(=O)(=O)Nc3ccccc3F)c2)CC1	54.4	-3.1	-54.4	-9.2	-0.8	-4.3	16.5	-0.7	.	-0.6

A different layout for part of the listing above.
compound,SR-BI HDL uptake,CAL PDZ FP-1,SR-BI uptake up,dFosB act,Rtt109 HAT inh,PvdQ acylase,MITF TRPM1 HTS,CAL PDZ FP-2,PfHsp90 set2,NSD2 HMT inh
O=C(COc1ccccc1)Nc1c(Cl)ccc2nsnc12,.,-4.6,.,3.5,-6.2,-12.2,.,-1.8,0.7,-1.5
COc1cccc(-c2nc3c(c(=O)[nH]c(=O)n3Cc3ccccc3)n2CCO)c1OC(F)F,-0.9,10.3,0.9,-6.7,5.0,6.9,-3.8,-2.1,3.8,8.8
C=CCNc1oc(-c2ccco2)nc1S(=O)(=O)c1ccccc1,-6.8,.,6.8,-12.7,-4.2,0.5,4.3,-0.7,9.6,0.8
Cc1cc(N)n(-c2ccccc2)n1,-42.5,-3.8,42.5,-0.6,2.0,11.1,-2.7,-0.1,-5.9,-1.1
C=CCn1c(C)cc(C(=O)CSc2nnc(C3CC3)n2C2CC2)c1C,9.3,.,-9.3,-4.9,2.2,-1.8,42.6,-0.1,-1.8,1.6
CCOC(=O)COc1nc(Nc2ccccc2C)nc(N(C)C)n1,.,-0.8,.,-6.4,4.3,-6.4,3.1,-1.1,-6.4,-1.3
COc1ccc(C(=O)Nc2ccc(F)cc2F)cc1OC,4.0,0.2,-4.0,5.0,-4.5,-0.6,.,-3.3,13.3,-8.1

Continued:
SMILES	SR-BI HDL uptake	CAL PDZ FP-1	SR-BI uptake up	dFosB act	Rtt109 HAT inh	PvdQ acylase	MITF TRPM1 HTS	CAL PDZ FP-2	PfHsp90 set2	NSD2 HMT inh
COc1ccc(CCNc2c(N)n(Cc3ccccc3)c(=O)[nH]c2=O)cc1OC	-6.9	-5.1	6.9	3.9	3.8	0.0	-5.6	-1.1	2.5	1.0
O=C1OC(Nc2ccc3c(c2)OCO3)c2ccccc21 (configuration not stated)	12.7	-4.3	2.5	-3.4	5.3	?	-29.2	1.3	11.1	8.9
CCOc1ccc(C(=O)CCC(=O)N2CCN(S(=O)(=O)c3cccc(F)c3)CC2)cc1	4.8	0.0	-4.8	-12.8	-2.5	2.1	-6.3	0.2	-7.3	1.0
CC(C)(C)NC(=O)COC(=O)c1ccc(S(=O)(=O)N2CCCC2)cc1	-44.6	-0.8	44.6	-5.0	4.4	7.2	11.5	-0.9	.	-2.8
COc1ccc(Nc2nccc(-c3ccc([N+](=O)[O-])cc3)n2)cc1	16.2	-2.9	-16.2	-3.0	3.8	-14.6	35.3	-0.2	-7.8	0.1
COc1ccc(CNC(=O)c2noc(C)c2[N+](=O)[O-])cc1	-10.9	0.0	10.9	3.9	-2.5	-22.1	-9.8	-3.8	-2.9	-1.6
CC(C)CNC(=S)N1CCC(C(=O)c2ccc3c(c2)OCCO3)CC1	26.0	.	-26.0	-5.4	17.9	4.0	.	-0.4	2.4	-4.7
CC1CCN(C(=O)c2ccc([N+](=O)[O-])o2)CC1	.	.	.	-4.4	10.0	14.0	-3.7	-2.0	-7.9	16.6
CCCNc1sc(S(=O)(=O)CCC)nc1S(=O)(=O)c1ccc(C)cc1	10.2	-2.9	-10.2	-9.8	3.4	-5.3	2.2	-2.5	6.1	0.1
Cc1nn(C)c(Cl)c1/C=N/OC(=O)c1ccc(F)cc1	-26.7	3.4	26.7	-13.8	-6.7	-5.4	-1.0	-5.1	-0.6	-0.4
Cc1cc2c(=O)n(Cc3ccco3)c(SCC(=O)NCc3ccco3)nc2s1	-8.5	-2.8	8.5	-12.5	-11.9	-5.6	-10.9	-2.7	6.1	1.1
CCOC(=O)c1ccccc1N/C=C1\CCCC1=O	25.0	-4.0	-25.0	2.3	-6.9	-0.5	.	-1.6	-23.0	4.3
COc1ccc(NC2CCCN(C(=O)COc3ccc(Cl)cc3C)C2)cc1OC (configuration not stated)	37.6	-3.5	-37.6	-5.2	0.5	-1.9	5.2	-2.1	-32.0	12.9
O=c1oc(C2(O)CCCCC2)cc2ccc(/C=C/c3ccc(F)cc3)cc12	30.0	-4.9	-30.0	-2.0	-3.1	-4.7	28.5	-1.8	14.5	.
COc1ccccc1NS(=O)(=O)c1cccc(NC(=O)NCCCl)c1	.	2.0	.	-2.7	-7.0	-5.2	6.5	-0.9	-9.5	1.1
Cc1ccc(NC(=S)NNC(=S)Nc2cccc(C(F)(F)F)c2)cc1	53.9	-0.1	-53.9	-6.0	7.8	-7.2	.	2.2	-17.0	1.8
Cc1c(NC(=O)COC(=O)C2=COCCO2)cccc1[N+](=O)[O-]	4.0	-7.6	-4.0	-1.4	-7.2	-8.7	12.6	-1.2	17.3	-2.3
O=C(/C=C/c1ccccc1Cl)Nc1ccc(-c2nnc3n2CCCCC3)cc1	-8.7	.	8.7	-0.1	2.0	-13.5	8.7	-0.6	0.4	0.6
CC(=O)N1N=C(c2cccc(Cl)c2)OC1c1ccc(C(C)C)cc1 (configuration not stated)	-26.3	-1.7	26.3	0.5	-3.5	-8.6	.	-2.9	.	-2.7
Cc1csc(SCC(=O)NCc2ccccc2)n1	-5.6	9.8	5.6	-1.5	-0.7	-17.4	2.3	0.4	-23.2	-2.1
CNC(=O)c1cc2cc(OC)ccc2oc1=N	9.6	-3.8	-9.6	-3.7	-76.9	-3.2	.	-1.1	.	2.4
Cc1nn(CC(=O)NCCN2CCOCC2)c(C)c1[N+](=O)[O-]	-17.2	-1.8	17.2	2.1	9.5	-7.3	-1.4	-0.6	1.0	-1.4
CC12CCC(=O)N1C(C(=O)N1CCN(S(=O)(=O)c3cccc(Cl)c3)CC1)CS2 (configuration not stated)	12.6	-2.9	-12.6	-11.4	-3.9	-12.8	8.0	-2.4	-29.0	-0.7
